Assay outcomes as filed in PubChem BioAssay.
All columns: NCI-60 one-dose screen, growth in % after 48 h at 10 µM unless noted; 100 = growth as untreated, 0 = no growth, -100 = all killed.
LOX IMVI: LOX IMVI melanoma; 79,000 tested, 7.4% active; AID 1794757
MDA-MB-468: MDA-MB-468 breast cancer. AID 2202374. 78,000 tested, 8.5% active
MCF7: MCF7 breast cancer; 82,000 tested, 6.3% active
T-47D: T-47D breast cancer. 79,000 tested, 5% active
MDA-MB-231: MDA-MB-231 breast cancer; AID 1794789; 81,000 tested, 5% active
HS 578T: HS 578T breast cancer; 78,000 tested, 4.1% active; AID 1794788
BT-549: BT-549 breast cancer; 78,000 tested, 4.4% active
K-562: K-562 leukemia; 78,000 tested, 7.4% active; AID 1794777
Active calls of the source: *; nt = not tested or not shown; & = joins results of further samples; [ ] = another dose, or the depositor's remark. Rule for the calls: active = growth percent below 10; inactive = the rest.

SMILES	LOX IMVI	MDA-MB-468	MCF7	T-47D	MDA-MB-231	HS 578T	BT-549	K-562
Cc1cc(Cl)nc(N(CCNc2ccnc3cc(Cl)ccc23)Cc2ccco2)n1	22	30	23	-15*	19	79	55	16
O=C(O)C1=C(C(=O)O)C2C=CC1C2	101	94	105	102	100	122	99	103
O=C(Oc1cccc2ccccc12)c1ccccc1C(=O)c1ccccc1	72	103	109	87	86	94	100	5.0*
Cc1ccc([N+]2=NOC(=O)C2S(=O)(=O)Nc2ccc(-n3c(-c4cccc(Br)c4)nc4ccccc4c3=O)cc2)cc1 (stereo not drawn)	86	120	94	83	80	97	112	82
CC(C)C1OCC(C)(C)CO1	92	118	91	110	120	108	99	93
COC(=O)/C=C(\C(=O)OC)C(C(=O)c1ccccc1)=P(c1ccccc1)(c1ccccc1)c1ccccc1	91&105	93&100	99&91	98&99	101&106	93	92&99	99&96
COc1cc([N+](=O)[O-])ccc1S(=O)(=O)Cl	106	106	96	104	110	124	107	109
COc1cnc2c(c1)C(=O)c1c-2n(CCCNC(C)C)c(=O)c2cc(Cl)ccc12	-88*	18	-59*	-84*	-80*	58	31	-80*
COc1ccc2c(c1)CCN1C2CCN2C(=O)CCC21 (stereo not drawn)	98	103	91	97	101	110	nt	110
O=C(O)c1cccc(S)c1	93	94	94	113	93	86	105	nt
COc1ccc(C(=S)N2CCN(c3ccccc3)CC2)cc1OC	106	109	99	106	105	117	81	94
CCOC(=O)/C(C#N)=C1\SS/C(=C(/C#N)C(=O)OCC)S1	87	94	98	104	92	107	118	93
O=c1oc2ccccc2cc1-c1csc(N2N=C(c3ccccc3)CC2c2ccc(Cl)cc2)n1 (stereo not drawn)	90	110	81	84	85	111	111	96
CC(C)C1NC(=S)CNC1=S (stereo not drawn)	97	103	96	103	105	100	109	107
O=C(O)/C(Cc1ccco1)=N\O	96	78	98	104	100	106	110	93
C[C@@H](NC(=O)CSc1nnc(-c2ccc(NC(=O)c3cccnc3)cc2)o1)C(=O)O	104	107	107	97	104	100	121	97
Cc1cccc(Cl)c1NC(=O)c1ccc2nc(NC(=O)NC3CC(C)(C)NC(C)(C)C3)sc2c1	64	nt	86	54	54	31	95	9.2*
Cn1c(=O)[nH]c(=O)c2nc3cc(-c4ccc(F)cc4F)oc3nc21	99	101	79	100	105	99	101	103
O=C1OC(=O)C2CC(c3ccccc3)=CCC12 (stereo not drawn)	92	110	90	98	115	106	nt	107
CC1=C(CC(=O)c2cccc([N+](=O)[O-])c2)C(=O)c2ccccc2C1=O	-52*	-52*	7.6*	-10*	-18*	-21*	2.6*	-4.6*
COc1ccc(/C=C/C(=O)c2c(C)nc3ccccc3c2/C=C/c2ccccc2)cc1OC	31	51	15	30	59	59	47	19
Cc1c(C(=O)NCCc2ccc(N(C)C)cc2)nn(-c2ccc(Cl)cc2)c1-c1ccc(Cl)cc1	74	59	59	48	70	94	73	nt
C=CCCCOC1[C@H](OCc2ccccc2)C(OCc2ccccc2)C(OC)O[C@@H]1CNC(=O)c1cccc(I)c1 (stereo partly drawn)	11	25	20	33	58	80	58	52
CC(=O)OC1=CCCCC1	101	105	94	91	96	109	96	87
O=C(O)c1ccc(-n2cc(C(=O)O)c(-c3ccc(F)cc3F)n2)cc1	98	118	93	97	116	103	91	92
Next section
SMILES	LOX IMVI	MDA-MB-468	MCF7	T-47D	MDA-MB-231	HS 578T	BT-549	K-562
COc1ccc2nc(-c3ccc(Cl)cc3)cc(-c3nnc(SCC(=O)Nc4ccc(/C(C)=N\O)cc4)o3)c2c1	25	58	7.9*	42	40	65	25	16
O=c1oc2cc(OS(=O)(=O)c3ccc(F)cc3)ccc2c2c1CCCCC2	88	31	60	30	90	88	74	32
CCN(CC)C(=O)c1ccc(O)c(OC)c1	97&81	117&68	104&94	104&92	121&81	112	126&83	91
NC(=O)c1cc(Cl)ccc1NC(=O)c1ccc(-c2ccccc2)cc1	94	107	81	80	101	101	nt	96
C=C(C=O)[C@@H]1CC[C@]2(CN)CC[C@]3(C)[C@H](CC[C@@H]4[C@@]5(C)CCCNC(C)(C)[C@@H]5CC[C@]43C)[C@@H]12	92	107	70	91	104	108	119	65
COc1ccc(Oc2nc(Nc3ccc(N4CCOCC4)cc3)ncc2NC(=O)c2cccc(SC)c2)cc1	86	98	79	72	86	77	98	71
CC(N)c1ccccc1 (stereo not drawn)	105	91	89	96	100	134	125	nt
COc1cc2c3c(n(CCCN4CCCCC4)c(=O)c2cc1OC)-c1cc2c(cc1C3=O)OCO2	-74*	-84*	-76*	-65*	-77*	-51*	-60*	nt
CCNC(=O)Oc1ccc(/C(=C(/C)Cc2ccc(OC)cc2)c2ccc(OCCN3CCOCC3)cc2)cc1	87	95	68	50	98	89	107	75
CC1(C)CCC(C)(C)c2c([N+](=O)[O-])cc([N+](=O)[O-])cc21	102	98	90	85	109	90	95	85
CN1c2ccccc2Sc2cc(/C=N/Nc3ccc(Br)cc3)ccc21	52	90	48	34	96	120	104	14
O=[N+]([O-])c1ccc(Sc2nc(Cl)nc(NC3CCCC3)n2)cc1	-88*[100 µM]	-46*[100 µM]	-85*[100 µM]	-35*[100 µM]	-90*[100 µM]	12[100 µM]	-97*[100 µM]	-32*[100 µM]
COc1ccccc1Nc1nc2c(s1)C1=CC[C@H]3[C@@H]4CC[C@H]([C@H](C)CCCC(C)C)[C@@]4(C)CC[C@@H]3[C@@]1(C)CC2	94	113	113	105	103	105	110	102
CC(C)(C)N1CC(OC(N)=O)C1	96	85	102	93	98	116	94	130
O=C(CNc1ccccc1)N1CCN(c2ncnc3c2cnn3-c2ccccc2)CC1	64	38	52	30	68	88	69	55
CCOC(=O)C1(NC(=O)C(C)NC(C)=O)CCCC1 (stereo not drawn)	104	94	98	89	103	117	109	105
CCCC[n+]1c(/C=C\c2c(OC)cc(OC)cc2OC)ccc2ccccc21	-76*	-31*	4.3*	-3.7*	-15*	16	16	0.9*
CCOC(=O)c1c(NCC(=O)Nc2ccccc2)sc(C(C)=O)c1C	99	106	90	93	97	90	103	110
COc1cc(/C=C/C(=O)c2cc(OC)c(OC)c(OC)c2)ccc1Oc1nc(NCCO)nc(N2CCOCC2)n1	nt	-21*	8.4*	19	19	7.5*	-25*	9.0*
Cc1[nH]c2ccccc2c1C1c2ccccc2C=CN1C(=O)C(C)(C)C (stereo not drawn)	107	86	93	99	99	104	105	100
COc1nc(OC)nc(-c2cc(-c3c(Cl)cccc3Cl)no2)n1	109	118	94	103	108	101	106	89
O=C(/C=C/c1ccc(F)c(F)c1)Nc1ccc(C=C2c3ccccc3C(=O)c3ccccc32)cc1	79	40	61	51	92	84	71	nt
CC(C)(C)c1ccc(Oc2ccc([N+](=O)[O-])cc2[N+](=O)[O-])c(Br)c1	87	nt	72	77	106	93	90	99
O=[N+]([O-])c1ccc(NCc2ccccc2)nc1	99	101	88	89	99	95	92	98
CC/C=C1/C(=O)C=C[C@@H]1C/C=C\CCCC(=O)OC	-64*	78	16	62	29	43	17	4.3*

Two entries from above, with bars between the fields.
compound | LOX IMVI | MDA-MB-468 | MCF7 | T-47D | MDA-MB-231 | HS 578T | BT-549 | K-562
CCCC[n+]1c(/C=C\c2c(OC)cc(OC)cc2OC)ccc2ccccc21 | -76* | -31* | 4.3* | -3.7* | -15* | 16 | 16 | 0.9*
CCOC(=O)c1c(NCC(=O)Nc2ccccc2)sc(C(C)=O)c1C | 99 | 106 | 90 | 93 | 97 | 90 | 103 | 110

The list goes on:
SMILES	LOX IMVI	MDA-MB-468	MCF7	T-47D	MDA-MB-231	HS 578T	BT-549	K-562
C=CCC(C(C)=O)C(=O)OCC (stereo not drawn)	99	108	91	115	106	104	114	131
COc1ccc2c(c1)O/C(=C/c1ccc(OCC(=O)c3ccccc3)cc1)C2=O	108	nt	118	97	84	350	119	81
CCc1ccc(CC2c3ccccc3CC2O)nc1 (stereo not drawn)	97	104	97	92	103	100	93	92
Clc1ccc(C2=Nn3c(N/N=C/c4ccc(-c5ccccc5)cc4)nnc3SC2)cc1	97	106	90	107	103	108	115	96
CCC(NC)c1cccs1 (stereo not drawn)	102	119	95	103	112	97	101	96
Cn1cc(-c2nn3cc(-c4ccc([N+](=O)[O-])cc4)nc3s2)c2ccccc21	104	112	87	79	89	92	100	92
O=C1C(=O)c2ccccc2C(O)=C1CC=C(Br)Br	25	67	34	82	70	nt	73	34
O=C(COc1ccc(-c2nc3ccc(C(=O)c4ccccc4)cc3[nH]2)cc1)N=Nc1c(O)[nH]c2ccccc12	96	70	60	85	86	87	101	71
O=Cc1ccc(-c2cn3ccnc3c(-c3ccc4ncn(Cc5ccccc5)c4c3)n2)cc1	53	105	52	2.0*	41	54	66	nt
CC1C/C=C/C=C/C=C/C=C/C(O[C@@H]2O[C@H](C)[C@@H](O)[C@H](N)[C@@H]2O)CC2OC(O)(CC(O)CC3OC3/C=C/C(=O)O1)CC(O)C2C(=O)O (stereo partly drawn)	93	103	102	107	105	75	99	96
O=C1/C(=C/c2ccc(O)cc2O)N=C2SCCCN12	102	96	108	85	104	105	97	93
COc1ccc(C(C)=O)cc1S(N)(=O)=O	106	99	96	105	103	92	96	104
CN(C)C(=S)SCCOc1ccc(Cl)cc1Cl	93	86	79	72	97	102	84	94
CNc1nc(Cl)nc2c1ncn2-c1ccccc1	91	108	89	86	78	72	99	103
N#CC1C(=O)NC(c2cccc([N+](=O)[O-])c2)c2sc3c(F)cccc3c21 (stereo not drawn)	83	106	85	80	81	nt	92	91
NC(=S)N/N=C(/CCN1CCCC1)CC(C1=C(O)C2=CCCCC2OC1=O)c1ccccc1 (stereo not drawn)	56	18	15	47	70	97	91	39
CC(C)C(NC(=O)CNC(=O)CN)C(=O)O (stereo not drawn)	55	119	97	105	95	122	107	105
CCCCCCCCCCCCCCCCNC(=S)C(=S)NCCCCCCCCCCCCCCCC	113	115	101	117	126	103	108	96
CCN(CC)Cc1cc(Nc2c3ccc(Cl)cc3nc3ccc(OC)cc23)ccc1O	25	61	17	68	46	73	81	3.1*
Cc1ccc(Nc2cc(Br)c(N)c3c2C(=O)c2ccccc2C3=O)cc1	100	102	86	97	106	131	128	nt
COc1cc(C(=O)N2N=C(c3ccc(S(C)(=O)=O)cc3)CC2c2ccco2)cc(OC)c1OC (stereo not drawn)	51	37	37	59	66	75	48	73
CCCN(CCC)C(=O)C(c1ccccc1)C(O)(c1ccccc1)c1ccccc1 (stereo not drawn)	87	71	72	56	88	92	nt	68
COc1cc(-c2nc3ccccc3[nH]2)cc(CN2CCN(c3ccccc3)CC2)c1O	77	52	40	74	75	82	92	94
Cc1ccc(NC(=O)Nc2cc(C(F)(F)F)cc(C(F)(F)F)c2)c(C(=O)O)c1	96	88	93	88	103	83	96	91
Cc1cc(C)c(C(=O)c2ccccc2)c(C)c1	105	96	96	106	107	114	107	107

The final six records of the section before are carried over, then new ones follow.
SMILES	LOX IMVI	MDA-MB-468	MCF7	T-47D	MDA-MB-231	HS 578T	BT-549	K-562
Cc1ccc(Nc2cc(Br)c(N)c3c2C(=O)c2ccccc2C3=O)cc1	100	102	86	97	106	131	128	nt
COc1cc(C(=O)N2N=C(c3ccc(S(C)(=O)=O)cc3)CC2c2ccco2)cc(OC)c1OC (stereo not drawn)	51	37	37	59	66	75	48	73
CCCN(CCC)C(=O)C(c1ccccc1)C(O)(c1ccccc1)c1ccccc1 (stereo not drawn)	87	71	72	56	88	92	nt	68
COc1cc(-c2nc3ccccc3[nH]2)cc(CN2CCN(c3ccccc3)CC2)c1O	77	52	40	74	75	82	92	94
Cc1ccc(NC(=O)Nc2cc(C(F)(F)F)cc(C(F)(F)F)c2)c(C(=O)O)c1	96	88	93	88	103	83	96	91
Cc1cc(C)c(C(=O)c2ccccc2)c(C)c1	105	96	96	106	107	114	107	107
O=c1cc(-c2ccccc2)oc2c(O)c(O)ccc12	54	79	61	68	71	91	67	64
Fc1ccc(Nc2nnc(-c3cc(F)c(F)c(F)c3)o2)cc1Cl	nt	121	77	90	97	107	119	95
COc1ccc(C2CC(c3ccccc3O)=NN2c2ccc(S(N)(=O)=O)cc2)cc1OC (stereo not drawn)	75	88	59	68	73	83	99	44
Cc1ccc(S(=O)(=O)NNC(=O)c2cccnc2)cc1	103	107	96	99	106	nt	nt	101
c1coc(-c2cn3ccnc3c(-c3ccco3)n2)c1	98	35	25	51	109	96	101	108
Nc1nc(NCc2ccccc2)n(S(=O)(=O)c2ccc(F)cc2F)n1	100	96	98	89	90	98	108	112
COC(=O)C1=C(C(=O)c2ccccc2)C(c2ccccc2)c2c(nc(C)[nH]c2=O)O1 (stereo not drawn)	106	104	105	115	116	106	101	98
Cc1ccc(-n2nnc(-c3nc4ccccc4c(=O)[nH]3)c2N)cc1	108	114	91	84	93	106	82	nt
CCOC(=O)c1cccc(NC2=C(Cl)C(=O)c3nc(C)ccc3C2=O)c1	65	-33*	76	56	90	111	121	16
O=C(Nc1ccccc1)Nc1ccc(Oc2ncnc3sc4c(c23)CCCC4)cc1	70	54	45	38	66	74	64	26
Fc1cc(C(F)(F)F)ccc1-c1cncnc1NC1CCCCCC1	98	82	92	92	91	102	96	91
COC(=O)/C(CCC=C(C)C)=C1\[C@@H](OC(C)=O)C[C@@]2(C)[C@H]1CC(=O)N[C@H]1[C@@]3(C)CCNC(=O)[C@@H](C)[C@@H]3CC[C@@]12C	98	100	93	89	102	97	107	101
CCCCOCCOC(=O)CCCCCC1CCCCC1	100	112	95	95	100	106	103	98
O=C(NCc1ccc(Cl)cc1)c1ncoc1-c1ccc2c(c1)OCCO2	92	102	92	99	121	100	98	111
CCCCOC(=O)C1CC2CC1C1OC21 (stereo not drawn)	98	94	99	99	95	112	106	88
